West Nile antiviral: West Nile virus antiviral activity, cell-based, CPE readout (AID 1621). one-dose CPE inhibition, % at 10 µM; IC50 in µM for titrated hits. hit rate 0.02% among 290,000. West Nile virus-infected cells, CPE inhibition; higher % means a stronger effect; in the data active = a potency from the dose series; note: strong numbers were not always called active
b-catenin transl: beta-catenin nuclear translocation modulation | HeLa beta-catenin nuclear translocation, immunofluorescence imaging | nuclear translocation activity, % at 5 µM | hit rate 0.3% among 190,000 | AID 1665;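 active = nuclear translocation activity above 50% at 5 µM, with a well cell count of 50 or more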;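 note: per-cell ratio of nuclear to cytoplasmic median beta-catenin stain intensity; plate controls were DMSO negative control for no effect and GSK-3 inhibitor IX positive control for full effect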
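System: HeLa cells, endogenous beta-catenin; compound dosing: 5 µM primary single dose, 0.1% DMSO, 0.02–20 µM confirmation series; incubation: 24 h compound exposure at 37°C, 5% CO2; signal: beta-catenin immunofluorescence imaging with DAPI; evaluation: % activation, nuclear-to-cytoplasmic median beta-catenin signal ratio per cell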
WT yeast gro inh: growth inhibition of WT yeast, mitochondrial fusion screen; mitochondrial fusion phenotypic screen, WT strain; inhibition, % at 10 µM; hit rate 2.1% among 190,000; AID 1362; in the data active = inhibition above about 58%; tested in S. cerevisiae
MgcRacGAP inhibition: MgcRacGAP GTPase-activating activity inhibitors, confirmation, biochemical, ADP Hunter fluorescence; one-dose inhibition, % at 30 µM; IC50 in µM for titrated hits; MgcRacGAP-stimulated Rac1 GTP hydrolysis, ADP Hunter fluorescence; higher % means a stronger effect; GST-tagged Rac1 F28L mutant substrate; AID 624330; hit rate 0.6% among 340,000;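 active = first-screen hits whose inhibition reached a set limit at any dose in the follow-up dose series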;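 note: fluorescence reports GDP produced by GAP-driven GTP hydrolysis; strong numbers were not always called active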
RSV CPE inhibition: RSV antiviral activity via CPE protection, HEp-2 cells, primary 10 µM value included (AID 2391) | HEp-2 cells, RSV-induced CPE inhibition; higher % means a stronger effect | CPE inhibition, % at 10 µM; hits with a dose series show IC50 in µM | hit rate 0.13% among 310,000; in the data active = a potency from the dose series; note: strong numbers were not always called active
SV40 large T antigen: TAg ATPase/helicase activity blockers – biochemical (AID 1903); SV40 large T antigen ATPase/helicase inhibition assay; higher % means a stronger effect; inhibition, % at 20 µM, or IC50 in µM where a hit was titrated; hit rate 0.39% among 310,000; in the data active = a potency from the dose series; note: strong numbers were not always called active
Myeloid diff MLP: compounds promoting myeloid differentiation; hit rate 1% among 360,000; ER-HoxA9 myeloid progenitors, lysozyme-GFP differentiation, flow cytometry; calls only at 10 µM;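 active = normalized GFP-positive differentiation at or above the plate's own cutoff, the solvent-only control mean plus 3 SD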;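 note: cells exposed to compound for four days before flow analysis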
T cell HTS: T cell immune modulation candidate. 2C CD8+ T cell-vesicle binding, flow cytometry; stronger effect = lower value. calls only at 7 µM. hit rate 0.068% among 330,000. AID 2052;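 active = response, share of CD8 T cells binding vesicles, and their 90th percentile fluorescence all below set limits, cut at about 80% in these data, passing the limit was not always enough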
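Assay system – 2C mouse CD8+ T cells · Also added – QL9-loaded Drosophila micro-vesicles · Timing – Cell–vesicle co-incubation 1.5 h at 37 °C, staining 20 min on ice · Signal – flow cytometry of vesicle-bound cells · Measure – percent CD8+ FL2 mean versus row control · Controls – Peptide-free naked vesicles (low) and QL9 vesicles with 0.7% DMSO vehicle (high)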
PhoP inhibition: inhibitors of PhoP regulon expression, primary screen, Salmonella Typhimurium, GFP reporter (AID 1863); S. Typhimurium PhoP-regulated promoter GFP reporter, 4 h; higher % means a stronger effect; one-dose inhibition, % at 50 µM; IC50 in µM for titrated hits; hit rate 0.16% among 300,000;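 active = inhibition over 29.93%, a cutoff 3 SD above the screen mean, later confirmed by dose response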;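 note: 0% = low Mg2+ inducing control and 100% = high Mg2+ repressing control; strong numbers were not always called active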
WT yeast gro inh mutant strain: recorded beside WT yeast gro inh, whose call it bears; inhibition, %; mitochondrial fusion phenotypic screen, mutant strain inhibition
b-catenin transl cell count 5 µM: also measured in b-catenin transl; calls as there; cell count; measured here: cell count, cytotoxicity flag
T cell HTS vesicle-bound %: also measured in T cell HTS; calls as there; double positive events, %; measured here: CD8+ vesicle-bound cell fraction;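 binding gate set so that unloaded-vesicle control wells show 10% double positive cells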
Myeloid diff MLP GFP+ MAC1+ %: also measured in Myeloid diff MLP; calls as there; GFP+ MAC1+ double positive, %; measured here: differentiation confirmed by MAC1 staining
* marks the source's active call; other numbers are inactive results; i = inactive; . = no result given. Hits appear at their usual frequency. Share with any hit: about 3.6%.

SMILES	West Nile antiviral	b-catenin transl	b-catenin transl cell count 5 µM	WT yeast gro inh	WT yeast gro inh mutant strain	MgcRacGAP inhibition	RSV CPE inhibition	SV40 large T antigen	Myeloid diff MLP	Myeloid diff MLP GFP+ MAC1+ %	T cell HTS	T cell HTS vesicle-bound %	PhoP inhibition
Cc1[nH]c2ccccc2c1C(=O)COC(=O)CCS(=O)(=O)c1ccccc1Cl	-1.2%	-1.3	998	8	10	-1%	5.0%	-2%	i	0.8	i	47	-4%
CC12OC1C1(O)CCCC1=CC2=O (stereo unspecified)	-0.5%	.	.	.	.	.	-1.0%	6%	.	.	i	40	-6%
O=C(NCc1ccc(Cl)cc1)C1CCCCN1S(=O)(=O)c1ccccc1 (stereo unspecified)	-1.6%	.	.	.	.	2%	3.5%	-3%	i	4.4	i	24	7%
CCOC(=O)C1=CCN(Cc2ccccc2)CC1	-0.3%	.	.	.	.	7%	-0.4%	14%	i	0.5	i	57	6%
Fc1ccc(OCc2cc(-c3ccccc3)no2)cc1	0.1%	.	.	.	.	7%	3.7%	-6%	i	0.4	i	41	26%
COc1cc2c(cc1OC)CN(CC(=O)Nc1ccc3c(c1)OC(F)(F)O3)CC2	.	-1.5	1191	5	-2	-11%	5.0%	14%	i	1.7	i	32	24%
COc1ccccc1CNC(=O)C/C(C)=N/NC(=O)Cc1ccc(Cl)cc1	-0.9%	.	.	.	.	3%	0.6%	2%	i	0.3	i	37	3%
Cc1ccc(NC(=S)NCC2CCCO2)cc1 (stereo unspecified)	0.5%	.	.	0	7	4%	2.3%	10%	i	1.6	i	39	0%
COC1(OC)C(=N/O)/C(=N\O)CCC1O (stereo unspecified)	0.1%	.	.	-2	-4	1%	0.6%	9%	i	7.3	i	20	-12%
COc1cccc(OCc2cc(C(=O)N3CCCC3c3ccccn3)no2)c1 (stereo unspecified)	-0.6%	.	.	.	.	6%	0.8%	7%	i	0.9	i	24	9%
Cc1ccc(NC(=O)NC(=O)CN2CCCC2c2ccc3c(c2)OCCO3)cc1C (stereo unspecified)	.	.	.	.	.	2%	-0.2%	.	i	1.3	i	12	.
COc1ccc(OCCCSc2ncccn2)cc1	0.3%	-3.1	1260	-10	-5	12%	2.5%	3%	i	1.0	i	33	-5%
CCN1C(=NCCN2CCOCC2)N[C@@H](c2ccccc2)C(C(=O)OC)=C1C	-0.1%	.	.	.	.	2%	0.9%	5%	i	0.9	i	30	-2%
COc1cc(C2c3[nH]c4ccccc4c3CCN2Cc2cn(C)nc2C)ccc1F (stereo unspecified)	-0.8%	1.6	1133	13	11	-1%	1.3%	9%	i	0.3	i	42	-10%
CCOc1ccc(C(CC(=O)O)NC(=O)COc2ccccc2)cc1 (stereo unspecified)	0.5%	.	.	-5	12	8%	0.8%	4%	i	0.6	i	7	-10%
O=C(NCCOc1ccccc1)C1CCC(=O)N(C2CCCCCC2)C1 (stereo unspecified)	-0.8%	.	.	.	.	5%	1.8%	15%	i	0.6	i	23	9%
O=C(Cn1c(C(F)(F)F)nc2ccccc21)N=Nc1c(O)[nH]c2ccc(Br)cc12	-1.3%	0.0	1505	-41	0	5%	4.5%	1%	i	0.5	i	59	5%
N#Cc1ccccc1OCCCN1CCC(Cc2ccccc2)CC1	-1.5%	.	.	.	.	132µM*	-1.5%	22%	i	0.5	i	52	-6%
Cc1cc(O)c2c(c1)C(O)(C1OC(CO)C(O)C(O)C1O)c1cccc(O)c1C2=O (stereo unspecified)	0.6%	.	.	0	2	11%	0.0%	12%	i	0.2	i	17	4%
O=C(COC(=O)/C=C/c1cn(-c2ccccc2)nc1-c1cccnc1)Nc1ccc(Cl)cc1Cl	0.1%	1.8	1061	4	4	5%	1.8%	5%	i	1.1	i	46	-1%
Cc1ccc(C)c(NCc2n[nH]c(=S)n2-c2ccccc2)c1	-0.1%	0.4	1528	8	0	4%	3.1%	20%	i	0.1	i	46	-4%
O=C(CSCc1c(F)cccc1Cl)NCc1ccncc1	-0.4%	1.6	1455	-2	-1	4%	-1.0%	3%	i	0.6	i	42	-3%
Cn1cnnc1SCc1ccccc1[N+](=O)[O-]	0.5%	2.7	1187	.	.	.	1.2%	6%	i	0.4	i	27	-3%
CCCCn1c(N)c(N(CC(C)C)C(=O)c2ccc(F)c(S(=O)(=O)N3CCOCC3)c2)c(=O)[nH]c1=O	.	.	.	.	.	7%	-1.0%	15%	i	1.0	i	57	1%

An excerpt of these results, in markdown.
| smiles | West Nile antiviral | b-catenin transl | b-catenin transl cell count 5 µM | WT yeast gro inh | WT yeast gro inh mutant strain | MgcRacGAP inhibition | RSV CPE inhibition | SV40 large T antigen | Myeloid diff MLP | Myeloid diff MLP GFP+ MAC1+ % | T cell HTS | T cell HTS vesicle-bound % | PhoP inhibition |
| --- | --- | --- | --- | --- | --- | --- | --- | --- | --- | --- | --- | --- | --- |
| Cc1ccc(C)c(NCc2n[nH]c(=S)n2-c2ccccc2)c1 | -0.1% | 0.4 | 1528 | 8 | 0 | 4% | 3.1% | 20% | i | 0.1 | i | 46 | -4% |
| O=C(CSCc1c(F)cccc1Cl)NCc1ccncc1 | -0.4% | 1.6 | 1455 | -2 | -1 | 4% | -1.0% | 3% | i | 0.6 | i | 42 | -3% |
| Cn1cnnc1SCc1ccccc1[N+](=O)[O-] | 0.5% | 2.7 | 1187 | . | . | . | 1.2% | 6% | i | 0.4 | i | 27 | -3% |
| CCCCn1c(N)c(N(CC(C)C)C(=O)c2ccc(F)c(S(=O)(=O)N3CCOCC3)c2)c(=O)[nH]c1=O | . | . | . | . | . | 7% | -1.0% | 15% | i | 1.0 | i | 57 | 1% |

Source: PubChem
